# TDP1 cell CPT – DT40-hTDP1 cell growth loss with CPT; Potency, µM (titrated, usually from 46.2 µM), inactives show at the top dose activity change, negative = growth inhibition, usual class: inhibitors; chicken DT40 Tdp1-/-;hTDP1 cells + 20 nM CPT, ATP luminescence, 48 h; 420,000 compounds, 12% hits; also: nearly all actives have a fitted effect of over 55% in size
#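 Chicken DT40 Tdp1-/- cells complemented with human TDP1, 400 cells/well, exposed to compounds plus 20 nM camptothecin for at least 48 h at 37 C; viability read as ATP content by CellTiter-Glo luminescence.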
# DT40 TDP1 no CPT – qHTS for Inhibitors of human tyrosyl-DNA phosphodiesterase 1 (TDP1): qHTS in cells in absence of CPT; Potency, µM (doses to about 46.2 µM), inactives show at the highest dose activity change, negative = growth inhibition, usual class: inhibitors; DT40 Tdp1-/- hTDP1 cells, no CPT, ATP luminescence, 48 h; AID 686978, 2013; 420,000 compounds, 15% hits; also: nearly all actives have a fitted effect of over 55% in size
#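 Cells were dispensed at 400 per well, compounds added by pin tool, plates incubated ≥48 hr at 37 °C, then CellTiter-Glo added for 30 min at room temperature before luminescence reading. Line: DT40 Tdp1-/- complemented with hTDP1; camptothecin omitted.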
# KAT2A inh – blocks human GCN5L2 histone acetyltransferase; GCN5L2 HAT assay, ThioGlo1 CoA-SH fluorescence; Potency, µM (series often up to 58.9 µM), inactives show top-dose activity change, negative = inhibition, actives largely listed as inhibitors; 390,000 compounds, 0.21% hits; AID 504327
# Target sequence (Q92830 whole entry, looked up): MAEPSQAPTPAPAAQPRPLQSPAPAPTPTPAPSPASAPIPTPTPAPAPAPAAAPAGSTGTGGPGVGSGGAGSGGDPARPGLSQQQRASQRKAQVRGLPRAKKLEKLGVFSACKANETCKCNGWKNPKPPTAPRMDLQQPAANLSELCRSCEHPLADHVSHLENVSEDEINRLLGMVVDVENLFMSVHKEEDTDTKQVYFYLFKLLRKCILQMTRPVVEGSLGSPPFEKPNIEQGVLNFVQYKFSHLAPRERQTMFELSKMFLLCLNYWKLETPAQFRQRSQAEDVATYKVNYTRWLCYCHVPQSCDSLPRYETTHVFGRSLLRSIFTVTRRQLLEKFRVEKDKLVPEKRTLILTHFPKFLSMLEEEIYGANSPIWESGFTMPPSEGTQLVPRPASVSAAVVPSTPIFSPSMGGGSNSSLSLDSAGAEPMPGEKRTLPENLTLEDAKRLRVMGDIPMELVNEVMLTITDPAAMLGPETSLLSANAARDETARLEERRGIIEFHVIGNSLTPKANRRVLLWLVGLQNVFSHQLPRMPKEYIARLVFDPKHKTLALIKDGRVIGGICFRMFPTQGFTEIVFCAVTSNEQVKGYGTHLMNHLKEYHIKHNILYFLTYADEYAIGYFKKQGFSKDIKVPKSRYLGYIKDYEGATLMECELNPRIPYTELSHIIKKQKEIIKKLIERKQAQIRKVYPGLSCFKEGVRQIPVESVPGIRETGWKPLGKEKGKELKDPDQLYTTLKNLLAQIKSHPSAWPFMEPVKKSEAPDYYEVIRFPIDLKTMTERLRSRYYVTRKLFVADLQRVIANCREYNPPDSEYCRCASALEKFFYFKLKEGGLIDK
#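 GCN5L2 (20 nM) in 50mM HEPES pH 7.5, 0.1mM EDTA, 0.01% Tween-20 preincubated 15 min with compounds at room temperature. Reaction started with H3(1-25) 75uM, acetyl-CoA 70uM, ThioGlo1 50uM; CoA-thiol fluorescence (Ex340/Em540) read at 0 and 20 min.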
# Active calls of the source: *; u = inconclusive; x = no result given; & = joins results of further samples; [ ] = remark or other dose. Calls follow the shape of the dose curve; as a rule, active = well fitted curve in the direction sought with a large enough effect; inconclusive = small, poorly fitted or top-dose-only effect, or another doubt; inactive = no such curve, though single readings can be large; an effect the other way counts as inactive or inconclusive. % is scaled to controls: 0 for no effect and ±100 for the full control effect; potency is read from the fitted curve at half-maximal effect.
# Results follow in this order: TDP1 cell CPT, DT40 TDP1 no CPT, KAT2A inh
CCOc1ccc(CCNC(=O)Cn2ccc3cc(S(=O)(=O)N4CCCCC4)ccc32)cc1
→ u, u, -12%
CCNc1nc(NCC)n2c(SCC(=O)Nc3ccccc3C(F)(F)F)nnc2n1
→ -17%, 0%, -5%
O=C(Nc1cccc(F)c1)c1ccc2c(c1)N(Cc1ccccc1)C(=O)c1ccccc1S2(=O)=O
→ u, u, -10%
Cc1cc(OC(C)C(=O)NCCc2c[nH]c3ccccc23)c2c(C)cc(=O)oc2c1 (centres undefined)
→ 16µM*, u, -5%
c1coc(-c2nc(-c3ccco3)c(-c3ccco3)nc2-c2ccco2)c1
→ u, u, u
CCOc1ccc(NC(=NCc2ccc3c(c2)OCO3)SC2CC(=O)N(c3ccc(C(=O)O)cc3)C2=O)cc1 (centres undefined)
→ -7%, u, u
Clc1ccc2nc(-c3cccc(SC4CCCCC4)c3)c(NCc3ccccc3)n2c1
→ 16µM*, u, -10%
O=C(NCCc1ccc(C(F)(F)F)cc1)C1CC(=O)N(Cc2ccccc2)C1 (centres undefined)
→ -23%, -1%, -2%
O=C(CCc1c[nH]c2ccccc12)N1CCN(c2ccc(F)cc2)CC1
→ -27%, u, -1%
COc1cc(CNc2ccc(N3CCOCC3)cc2)cc(Br)c1OC
→ u, 16µM*, -9%
Cc1cccc2c1OCC/C2=N\NC(=O)COc1ccccc1
→ u, u, -8%
CC(Sc1ccccn1)C(=O)Nc1ccc2c(c1)OCO2 (centres undefined)
→ -26%, 9%, 1%
CC1(C(=O)NS(=O)(=O)C2CC2)CCCN(C(=O)COCc2ccccc2)C1 (centres undefined)
→ 6.5µM*, 2.3µM*, x
Cn1c(=O)oc2cc(S(=O)(=O)N3CCCC(C(=O)NCc4ccccc4Cl)C3)ccc21 (centres undefined)
→ -22%, -17%, -1%
COc1ccccc1CC(=O)Nc1ccc2c(C)cc(=O)oc2c1
→ -22%, u, 0%
COCCN=C1OC(=O)N2C(=O)C3=C4[C@@H](C[C@H]5C(=O)N(c6ccccc6)C(=O)[C@H]5[C@H]4[C@@]12Cc1ccccc1)[C@H]1C(=O)N(c2ccccc2)C(=O)[C@H]1[C@H]3C
→ 2%, -11%, -2%
COc1ccc(C(=O)Nc2ccc(NC(=O)Cc3ccccc3)cn2)cc1
→ 1%, -16%, -5%
COc1ccc(-c2cc3ccc(O)c(CN4CCN(C)CC4)c3oc2=O)cc1OC
→ u, u, -30%
CCCCN(C(=O)CNC(=O)c1ccco1)C(C(=O)NC1CCCCC1)c1cccnc1 (centres undefined)
→ -6%, -6%, -1%
O=C(COc1ccc(F)cc1)Nc1ccc2c(c1)OCCO2
→ u, -5%, -1%
COc1ccc(C(=O)NCc2nc(-c3cccc(C)c3)no2)cc1OC
→ u, 16µM*, -6%
CCCNC(=O)COc1cccc(C(=O)NCc2ccccc2)c1
→ 7%, 16%, 0%
CC(C)C(=O)N(Cc1cc(=O)[nH]c2ccccc12)c1ccccc1
→ -6%, -13%, -5%
CCOC(=O)c1c(C)[nH]c(C(=O)CSc2nc3ccccc3o2)c1C
→ -27%, -28%, 1%
O=C(NCc1cccnc1)c1ccc(COc2ccc3c(c2)CCC3)o1
→ 18µM*, u, -26%
COc1ccc(NC(=O)CNC(=O)Cn2c(C)cc3ccccc3c2=O)c(OC)c1
→ 3%&-12%, -23%&-24%, -9%&-6%
CCCCc1nnc(NC(=O)C2CC(=O)N(c3ccc4c(c3)OCCO4)C2)s1 (centres undefined)
→ 26%, 0%, -8%
N#CC1=C(SCC(=O)Nc2ccccc2)NC(=O)CC1c1ccc(O)cc1 (centres undefined)
→ u, u, -8%
Cc1nc(N2CCC(C)CC2)c2c(C)c(C(=O)Nc3ccc(C(F)(F)F)cc3)sc2n1
→ u, u, 4%
Cc1ccc(-n2cccn2)c(CN2CCCC(C(=O)c3ccc4c(c3)OCO4)C2)c1 (centres undefined)
→ u, u, -11%
CC(=O)Nc1ccc(OCC(=O)NCCc2ccc(Cl)cc2)cc1
→ 3%, u, 2%
CCOc1cc2sc(N3CCC(C(=O)Nc4ccc(C)cc4C)CC3)nc2cc1Br
→ 7.3µM*, 21µM*, -2%
CCOC(=O)c1cc2c(=O)c3cc(C)ccc3oc2nc1C
→ u, 15µM*, 3%
Nc1nc(NCc2cccs2)nn1-c1ccccc1
→ -3%, -9%, x
COc1ccc(C(=O)c2coc3ccc(O)c(CN4CCCC4)c23)cc1
→ u, u, -4%
CCN(CC)c1ccc(NC(=O)CSc2nnc3nc(C)cc(C)n23)cc1
→ 1%, u, -25%
O=C(CN1CCN(S(=O)(=O)c2ccc(Cl)cc2)CC1)NCC1(N2CCOCC2)CCCCC1
→ u, -24%, -1%
COC(=O)Cn1cnc2c(oc3ccccc32)c1=O
→ 8%, -3%, 0%
CCOC(=O)C1=C(CS(=O)(=O)c2ccc(C)c(C)c2)NC(=O)NC1c1ccc(O)cc1 (centres undefined)
→ -14%, -19%, 0%
Cc1ccc(S(=O)(=O)NC(Cc2ccccc2)C(=O)NN)cc1 (centres undefined)
→ 0%, -1%, -6%

# Sorted by SMILES length (ascending): three of the compounds above
# Results follow in this order: TDP1 cell CPT, DT40 TDP1 no CPT, KAT2A inh
Nc1nc(NCc2cccs2)nn1-c1ccccc1
→ -3%, -9%, x
CCOC(=O)c1cc2c(=O)c3cc(C)ccc3oc2nc1C
→ u, 15µM*, 3%
O=C(CN1CCN(S(=O)(=O)c2ccc(Cl)cc2)CC1)NCC1(N2CCOCC2)CCCCC1
→ u, -24%, -1%

# (continued)
# Results follow in this order: TDP1 cell CPT, DT40 TDP1 no CPT, KAT2A inh
CC1(C)Cc2c(sc3c2C2=NCCN2C=N3)CS1
→ -26%, 16µM*, 2%[0.501 µM]
O=C(Nc1nc(-c2ccc(F)c(F)c2)cs1)C1=COCCO1
→ u, u, -4%
CC1CCN(CC2CCN(C(=O)NCc3ccc(F)cc3)CC2)CC1
→ -13%, -17%, 0%
CC1CCCN(CCOCCSc2ccccc2)C1 (centres undefined)
→ u, u, -4%
COc1ccc(-c2nc(CSCC(=O)NC3CCCc4ccccc43)c(C)o2)cc1 (centres undefined)
→ u, u, -6%
Cc1ccc(S(=O)(=O)Nc2cc(-c3ccccc3)nn2C)cc1Cl
→ -12%, -24%, -13%
COc1ccc(C(CC(=O)Nc2ccccc2OC)n2cccc2)cc1 (centres undefined)
→ 16µM*, 10µM*, -1%
O=C(O)c1cccc(OS(=O)(=O)c2cc(Br)ccc2Br)c1
→ -4%, 1%, -2%
CC1(C)C2CCC1(CS(=O)(=O)Nc1cccc(S(N)(=O)=O)c1)C(=O)C2 (centres undefined)
→ -7%, -15%, -8%
COc1ccc(-c2n[nH]c(=S)n2/N=C/C=C/c2ccccc2OC)cc1
→ u, u, -2%
COc1ccc2c(Cl)c(C(=O)N/N=C/c3c(C)[nH]c4ccccc34)sc2c1
→ u, u, -1%
O=C(NCCc1cccs1)c1ccc(CS(=O)Cc2ccc(Cl)cc2)o1 (centres undefined)
→ u, 0%, -3%
O=C(CNC(=O)c1ccco1)N/N=C/c1ccc(O)cc1O
→ u, u, -11%
C/C(=N\NC(=O)C(N)=O)c1ccc(Br)cc1
→ -4%, -26%, 2%
Cc1ccc(CNCC(O)(c2ccc(F)cc2)c2ccc(F)cc2)cc1
→ 21µM*, u, -3%
COc1cc2c(C=O)c3c4c(cc(OC)c(OC)c4c2cc1OC)CCN3C
→ 12µM*, 12µM*, -11%
Cc1ccc(NC(=O)C2CC(=O)Nc3ncnn32)c(C)c1 (centres undefined)
→ 0%, 24%, 1%
CCCCc1nn2c(=O)cc(COC(=O)CNC(=O)COc3ccc(C)cc3)nc2s1
→ 3%, 7%, 14%
COc1ccc(C(=O)Nc2ccccc2)cc1S(=O)(=O)Nc1ccc(Br)cc1
→ -9%, -12%, 2%
Cc1ccc(-n2c(=S)[nH]c3c(oc4ccccc43)c2=O)cc1
→ 13%, -23%, -12%
CCCC(=O)Nc1ccc(C(=O)Nc2ccc([N+](=O)[O-])cc2OC)cc1
→ 11%, -28%, -5%
O=C(c1cnc(N2CCCCC2)c2ccccc12)N1CCN(c2cccc(Cl)c2)CC1
→ u, 16µM*, -12%
Cc1[nH]c2ccccc2c1SCCNC(=O)c1ccc(S(=O)(=O)N2CCCC2)cc1
→ -29%, u, -8%
CCN1CCN(S(=O)(=O)c2cc(OC)c(Cl)cc2OC)CC1
→ 0%, 1%, 1%
Cc1ccc(CSc2ccc3nnc(CCNS(=O)(=O)c4ccc(C)cc4)n3n2)cc1
→ 16µM*, u, -9%
CC/C(=C\C(=O)c1ccncc1)Nc1ccc(Br)cc1
→ u, u, -3%
NS(=O)(=O)c1ccc(N=NN2CCCCC2)cc1
→ 4%, u, -11%
Cc1ccc(C(=O)NCCN2C3=NC[C@H](C(C)C)N3C[C@H]2Cc2ccc(O)cc2)cc1Br
→ 5.2µM*, 10µM*, -1%
Cc1ccc(-n2ccnc(NCCc3ccc(S(N)(=O)=O)cc3)c2=O)c(C)c1
→ u, u, -6%
O=[N+]([O-])c1ccc(Cl)c(S(=O)(=O)Nc2cccc(-c3ccc(N4CCCC4)nn3)c2)c1
→ 4%, -19%, -8%
O=C(Nc1nc2ccccc2s1)c1ccc(S(=O)(=O)N2CCCC2)cc1
→ -4%, -10%, 0%
O=C(Nc1cccc(F)c1)C1CC(=O)N(c2ccc(Cl)cc2)C1 (centres undefined)
→ u, -24%, -13%
Nc1c2nc(-c3ccccc3Cl)[nH]c(=O)c2nc(=O)n1-c1ccccc1
→ u, u, -1%
CCC(=O)Nc1nnc2n1CCS2
→ -7%, -3%, 3%
COc1ccc(C(=O)N/N=C/c2ccc(OC)c(CSc3ccccn3)c2)cc1
→ -5%, -19%, -7%
O=C(O)c1ccccc1C(=O)Nc1ccc(-n2nccc2C(F)(F)F)cc1
→ 1%, -4%, 0%
Cc1cc(C2=NNC(=NC3CC3)SC2)c(C)n1-c1ccccc1
→ u, 23µM*, -9%
COc1ccc(/C=N/N2CCN(C)CC2)cc1O
→ -13%, -20%, -3%
Cc1ccc(C)c(N2CCN(C(=O)Nc3ccc4c(c3)N(C)C(=O)CS4)CC2)c1
→ 21µM*, 16µM*, -12%
Cc1ccc2c(c1)N(CC(=O)NCCc1ccccc1)C(=O)CO2
→ 3%, -3%, -2%
Cc1ccc(C)c(N2CCN(C(=O)Cn3c(=O)[nH]c4ccsc4c3=O)CC2)c1
→ -10%, -24%, -3%
COc1ccccc1CNC(=O)COC(=O)Cc1ccsc1
→ 18%, 12%, 2%
O=C(O)Cc1sc(Nc2ccc(Cl)cc2)nc1-c1cccs1
→ 13%, -12%, -9%
N=c1n(CC(=O)c2ccc([N+](=O)[O-])cc2)c2ccccc2n1Cc1ccc(Cl)cc1
→ 2.9µM*, 5.2µM*, -3%
O=C(NC1CC1)C1=C[C@@H](c2coc3ccccc3c2=O)C[C@@H](OCCCCO)O1
→ u, u, -7%
O=C(Nc1ccccc1F)c1coc(=O)c(Br)c1
→ 0.52µM*, 1.6µM*, -23%
O=C(NC(NC(=O)c1ccccc1)c1ccccc1)c1ccccc1
→ -11%, -3%, -2%
CCn1c(Oc2ccc(F)cc2)nc2c1c(=O)n(C)c(=O)n2C
→ u, -20%, -11%
O=C(CN(Cc1cccs1)S(=O)(=O)c1ccc(S(=O)(=O)NC2CCCCC2)cc1)Nc1ccccc1
→ 21µM*, 18µM*, -13%
COc1cc(-c2nnc3sc(-c4cccs4)nn23)cc(OC)c1OC
→ u, 12µM*, 1%

# Carrying on.
# Results follow in this order: TDP1 cell CPT, DT40 TDP1 no CPT, KAT2A inh
COc1cc(/C=N/NC(=O)C(=O)Nc2ccccn2)ccc1O
→ 9%, -11%, 0%
COc1ccc(Nc2ncnc3sccc23)cc1OC
→ -24%, -18%, -22%
CCN(CC)CC(=O)Nn1c(C)nc2c(ncn2-c2ccccc2)c1=O
→ 1%, -2%, -7%
Cc1nc2c(cc1C#N)C(=O)c1ccccc1-2
→ 15%, -4%, -7%
COc1ccc(N2CC(C(=O)Nc3nnc(SCC(=O)NC4CCCC4)s3)CC2=O)cc1 (centres undefined)
→ 0%, -9%, u
COc1ccc(C(=O)CSc2nnc(CNC(=O)c3ccc(OC)cc3)n2C)cc1
→ -21%, 1%, 0%
CCc1cccc(NC(=O)Cn2nc3c4cc(F)ccc4n(Cc4cccc(C)c4)cc-3c2=O)c1
→ -4%, -6%, 1%
CN(CC(=O)Nc1ccc(N2CCOCC2)cc1)C(=O)CCc1cc(C(C)(C)C)c(O)c(C(C)(C)C)c1
→ u, 16µM*, -12%
COc1cc(/C=N/NC(=O)C(=O)NCC2CCCO2)ccc1OCC(=O)N1CCOCC1 (centres undefined)
→ 1%, 0%, -6%
Cc1ccc2ncc3c(-c4ccccc4)nn(CC(=O)NC4CCCCC4)c3c2c1
→ -21%, -5%, -11%
COc1ccc(N(CC(=O)NCc2ccc3c(c2)OCO3)C(=O)c2csnn2)cc1
→ 16%, -8%, 2%

# This is a subset. The share of hits here may be higher or lower than overall.
